Nrf2 block: blocks Nrf2 signaling; A549 ARE-Fluc reporter, luciferase luminescence, 18-24 h; Potency, µM (titrated, usually from 46 µM), for inactives: at the highest dose activity change, negative = inhibition, hits mostly inhibitors; 360,000 tested, 2.1% active; AID 504444; further: potency means the concentration at half of the fitted maximal effect; on the % scale 0 is the no-effect control and ±100 the full control effect; nearly all actives have a fitted effect of over 60% in size
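Nrf2 activity is the BugLite luminescence, read 15 min after reagent at room temperature, following CellTiter-Fluor cytotoxicity readout (30 min, 37C). Compound titrations were applied for 18-24 h to 5000 A549 ARE_Fluc cells/well in 5% FBS OPTI-MEM.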
TGFb SMAD3 inh: blocks TGF-b signaling; 410,000 tested, 1.2% active; Potency, µM (titrated, usually from 46.1 µM), for inactives: top-dose activity, negative = inhibition, usual class: inhibitors; AID 588855; HepG2 CAGA-GFP TGF-b/SMAD3 reporter, GFP fluorescence, 18 h; TGF-beta stimulated, 500 pg/mL final; further: potency means the concentration at half of the fitted maximal effect; on the % scale 0 is the no-effect control and ±100 the full control effect; nearly all actives have a fitted effect of over 65% in size
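HEPG2 CAGA-GFP, 1000 cells/well; 2 h settle, 37 C; cpd via pin tool; TGF-b 500 pg/mL final; 18 h, 37 C; GFP imaging ex488/em500-530; %Activity normalised to -TGF-b and +DMSO controls; CRC fit, curve class.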
A549 viability: A549 cytotoxicity, counter-screen for Nrf2 inhibitors | Potency, µM (titrated, usually from 46 µM), without a hit: at the top dose activity change, negative = cytotoxicity, hits mostly inhibitors | 390,000 tested, 0.16% active | A549 ARE-Fluc cells, CellTiter-Fluor viability, 18-24 h; further: potency means the concentration at half of the fitted maximal effect; on the % scale 0 is the no-effect control and ±100 the full control effect
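A549 ARE_Fluc cells in 5% FBS OPTI-MEM were exposed to compounds in concentration-response for 18-24 h at 37 deg C. Viability was read by CellTiter-Fluor fluorescence (Ex 405/Em 525) after 30 min, before the luciferase read.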
EPAC2 ag: agonists of human EPAC2 (RAPGEF4); AID 720711; Potency, µM (series often up to 154 µM), without a hit: top-dose activation, usual class: activators; 360,000 tested, 0.079% active; EPAC2 activation, biochemical qHTS; response scale: 100% = 6.5 mM cAMP response; Q8WZA2; further: potency means the concentration at half of the fitted maximal effect; nearly all actives have a fitted effect of over 50% in size
Target sequence (Q8WZA2 whole entry, looked up): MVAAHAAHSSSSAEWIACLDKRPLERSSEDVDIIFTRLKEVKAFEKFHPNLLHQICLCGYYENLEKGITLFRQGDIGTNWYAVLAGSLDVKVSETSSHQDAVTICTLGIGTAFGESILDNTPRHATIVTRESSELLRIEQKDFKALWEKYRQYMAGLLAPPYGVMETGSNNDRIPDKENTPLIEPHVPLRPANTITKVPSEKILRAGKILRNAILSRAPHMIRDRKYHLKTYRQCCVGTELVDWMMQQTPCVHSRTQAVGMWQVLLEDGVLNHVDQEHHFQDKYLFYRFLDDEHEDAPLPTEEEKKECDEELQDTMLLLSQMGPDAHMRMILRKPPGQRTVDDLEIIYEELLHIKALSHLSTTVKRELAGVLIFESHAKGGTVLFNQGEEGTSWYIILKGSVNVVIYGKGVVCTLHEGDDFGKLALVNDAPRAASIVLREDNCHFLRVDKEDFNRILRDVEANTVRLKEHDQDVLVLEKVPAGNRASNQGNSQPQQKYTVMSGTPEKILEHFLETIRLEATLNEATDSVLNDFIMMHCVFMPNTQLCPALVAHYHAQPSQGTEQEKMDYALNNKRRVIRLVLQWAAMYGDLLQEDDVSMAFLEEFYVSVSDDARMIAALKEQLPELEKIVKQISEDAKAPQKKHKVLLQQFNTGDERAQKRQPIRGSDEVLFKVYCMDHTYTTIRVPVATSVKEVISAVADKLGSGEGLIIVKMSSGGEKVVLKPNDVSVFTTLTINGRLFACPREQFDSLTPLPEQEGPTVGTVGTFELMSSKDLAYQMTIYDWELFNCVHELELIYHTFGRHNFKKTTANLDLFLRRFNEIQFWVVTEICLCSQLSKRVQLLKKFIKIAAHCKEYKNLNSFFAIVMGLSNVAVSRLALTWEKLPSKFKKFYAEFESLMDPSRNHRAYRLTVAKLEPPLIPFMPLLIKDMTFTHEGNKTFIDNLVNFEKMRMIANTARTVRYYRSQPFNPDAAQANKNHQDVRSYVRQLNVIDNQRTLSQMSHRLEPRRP
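Setup: EPAC2 100 nM, labeled Rap1B complex 250 nM, free GDP 50 uM. Compound titrations pinned in, brief spin, 5 min room temperature incubation. Kinetic fluorescence read over 30 min, normalized to 6.5 mM cAMP.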
CCT chaperon mod: modulators of cytosolic chaperonin (CCT/TRiC) activity | purified chaperonin ATPase assay, HTRF ADP detection, 30 min | activity change, % (no concentration beside the values), hits read low | 360,000 tested, 0.3% active | AID 651819; in the data active means activity change below about -30%; further: on the % scale 0 is the no-effect control and ±100 the full control effect
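ATPase activity: ADP formed was measured by HTRF Transcreener (665/615 nm ratio) after 30 min at 37 deg C with 10 uM ATP. Compounds screened at one 76 uM concentration against 40 or 20 nM TRiC in Tris pH 7.4/KCl/MgCl2/DTT buffer.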
Nrf2 ARE act: activates Nrf2 signaling; AREc32 ARE-luciferase reporter (MCF7-derived line), luminescence, 24 h; 410,000 tested, 0.31% active; Potency, µM (top dose mostly 46.1 µM), inactives show at the top dose activation, actives largely listed as activators; AID 624171; further: potency means the concentration at half of the fitted maximal effect; % of control where 0% means no effect; nearly all actives have a fitted effect of over 65% in size
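AREc32 cells carrying an ARE-driven firefly luciferase reporter were seeded at 1000 cells/well in OPTI-MEM with 5% FBS, then exposed to compound for 24 hr at 37 deg C. Luminescence was read with Steady-Glo after 30 min at RT.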
Mm-Cpn inhibitor: inhibitors of Methanococcus maripaludis chaperonin (MmCpn); purified Mm-Cpn ATPase, ADP Transcreener TR-FRET; Potency, µM (doses to about 76.9 µM), without a hit: at the top dose activity, negative = inhibition, most hits filed as inhibitors; 330,000 tested, 0.031% active; AID 504842; further: potency means the concentration at half of the fitted maximal effect; on the % scale 0 is the no-effect control and ±100 the full control effect; nearly all actives have a fitted effect of over 80% in size
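Inhibition of chaperonin ATP hydrolysis is measured as reduced ADP production, detected by competitive TR-FRET in which signal falls with ADP. Final enzyme 25 nM and ATP 10 uM, reacted 30 min at 37°C.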
Akt phos inh: blocks phosphorylation of Akt; 360,000 tested, 0.32% active; Neuro2A IGF-stimulated pAkt S473 HTRF, 20 min; stronger effect = lower value; activity change, % for hits at 50 µM; in the data active means activity change below about -80%; inconclusive means mostly about -51% to -80%; further: on the % scale 0 is the no-effect control and ±100 the full control effect
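Neuro2A cells (4,500/well, DMEM with 0.5% FBS) were treated with compound at a single 50 µM final concentration, stimulated with 6 nM IGF for 20 min at 37 °C, and lysed. Phospho-Akt Ser473 was read by HTRF as 665/615 ratio ×10^4.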
EPAC2 antag: antagonists of human EPAC2. Q8WZA2. EPAC2 GEF exchange of Rap1B-BODIPY-GDP, fluorescence. Potency, µM (highest dose often 114 µM), for inactives: top-dose activity, negative = inhibition, usual class: inhibitors. 360,000 tested, 0.18% active. AID 720708; further: potency means the concentration at half of the fitted maximal effect; on the % scale 0 is the no-effect control and ±100 the full control effect; nearly all actives have a fitted effect of over 45% in size; many of its hits are not listed in these tables
Starred values were filed as active, the others as inactive; i = inactive; ? = inconclusive; . = no result given; & = joins results of further samples; [ ] = remark or other dose. Unless noted, the call rests on the fitted dose curve; in most records, active means well fitted curve in the direction sought with a large enough effect; inconclusive means small, poorly fitted or top-dose-only effect, or another doubt; inactive means no such curve, though single readings can be large; an effect the other way counts as inactive or inconclusive.

SMILES	Nrf2 block	TGFb SMAD3 inh	A549 viability	EPAC2 ag	CCT chaperon mod	Nrf2 ARE act	Mm-Cpn inhibitor	Akt phos inh	EPAC2 antag
O=C(CCSc1ccccc1)N1CCN(c2ccccc2F)CC1	?	-1%	13%	2%	0.0	-0.7%	-14%	i	?
COC(=O)[C@]12CCCCC=C1N(Cc1ccco1)C(=O)[C@H](CC(=O)NCC13CC4CC(CC(C4)C1)C3)C2	.	.	.	6%	2.1	6.3%	.	i	-10%
CC(NC(=O)Cn1cccc1)c1ccccc1 (configuration not stated)	1%	0%	1%	10%	-0.6	-0.3%	2%	i	0%
CC1(C)CC(=O)C(C(c2cccc([N+](=O)[O-])c2)C2C(=O)CC(C)(C)CC2=O)C(=O)C1	-4%	?	-7%	10%	-3.0	0.2%	0%	i	-9%
COc1ccc(NC(=O)CSCC(=O)Nc2nnc(CC(C)C)s2)cc1	-19%	-6%	4%	5%	-1.4	-0.6%	-2%	i	3%
O=C1CN(C(=O)CSc2nc3ccccc3c(=O)n2CCCN2CCOCC2)c2ccccc2N1	-11%	-6%	-2%	24%	-3.0	-0.6%	-2%	i	17%
N#Cc1ccc(S(=O)(=O)NC2CC2)cc1	3%	-7%	3%	15%	-29	-0.2%	4%	i	-4%
O=C1CC(c2nnc(Cc3ccc(F)cc3Cl)o2)CN1c1ccccc1 (configuration not stated)	-6%	-33%	4%	.	.	-1.2%	.	.	.
CCOC(=O)C1CCCN(C(=O)c2sc3nc(-c4ccccc4)cn3c2C)C1 (configuration not stated)	?	-14%	-22%	2%	1.5	-0.3%	-1%	.	-3%
C/C(=N\NC(=O)c1ccco1)c1cc(Cl)sc1Cl	15%	-1%	7%	7%	-1.5	?	1%	i	-6%
O=C(NC(=S)Nc1ccccc1N1CCCCC1)c1ccccc1	0%	?	?	21%	-2.4	18%	-1%	i	-20%
Cc1c([N+](=O)[O-])cc(S(=O)(=O)Nc2ccncc2)cc1[N+](=O)[O-]	17%	-2%	15%	3%	0.7	-0.1%	-3%	i	-7%
CCN(CC)C(=O)c1nn(Cc2ccccc2)c(=O)c2ccccc12	?	0%	-6%	8%	1.6	-0.6%	1%	i	-6%
COc1ccc(/C=N/n2c(N)c(S(=O)(=O)c3cccs3)c3nc4ccccc4nc32)cc1OC	?	0%	-13%	6%	0.2	-0.9%	-2%	.	4%
O=C(O)c1nn(-c2ccccc2)nc1-c1nn(-c2ccccc2)nc1C(=O)O	4%	1%	-9%	5%	0.1	0.2%	3%	i	9%
Cc1ccn2c(c1)nc(=O)c1cc(S(=O)(=O)N3CCC(C)CC3)c(Cl)cc12	5%	5%	-9%	.	.	-0.5%	.	.	.
CSc1ccccc1NC(=O)CN(Cc1ccccc1)S(C)(=O)=O	-19%	6%	?	8%	-5.2	-0.6%	-1%	i	1%
COc1ccc(-c2oc3ccc(-c4cc(OC)c(OC)c(OC)c4)cc3c2-c2ccc(OC)cc2)cc1	-5%	-16%	1%	3%	-1.4	0.5%	.	i	7%
Cc1ccc(CNC(=O)COC(=O)CCCOc2ccc(Cl)cc2Cl)cc1	?	?	-2%	-4%	0.8	-1.0%	0%	i	1%
COCCNC(=S)NCCc1ccc(Cl)cc1Cl	9%	?	-4%	8%	-0.1	0.5%	0%	i	-1%
O=C(Nc1ccccc1C(=O)Nc1nnc(C(F)(F)F)s1)c1ccccc1Cl	6.5µM*	3.5µM*	16µM*	20%	-27	2.1%	0%	i	-24%
C=CCSC1=C(C#N)C(c2ccccc2OC)CC(=O)N1 (configuration not stated)	.	-13%	13%	10%	-6.4	-0.5%	-1%	i	-13%
COc1ccccc1/C=N/NC(=S)Nc1cccnc1	?	?	1%	-9%	-0.4	11%	-1%	i	21%
COc1ccc(NC(=O)CC(C)CC(=O)NCc2ccc(F)cc2)c(OC)c1 (configuration not stated)	2%	2%	-3%	10%	3.2	-0.5%	2%	i	19%
c1ccc(CSc2nncn2-c2ccccn2)cc1	7%	-2%	3%	3%	-1.3	-0.1%	0%	i	3%

Next part; it opens with the three that closed the last part.
SMILES	Nrf2 block	TGFb SMAD3 inh	A549 viability	EPAC2 ag	CCT chaperon mod	Nrf2 ARE act	Mm-Cpn inhibitor	Akt phos inh	EPAC2 antag
COc1ccccc1/C=N/NC(=S)Nc1cccnc1	?	?	1%	-9%	-0.4	11%	-1%	i	21%
COc1ccc(NC(=O)CC(C)CC(=O)NCc2ccc(F)cc2)c(OC)c1 (configuration not stated)	2%	2%	-3%	10%	3.2	-0.5%	2%	i	19%
c1ccc(CSc2nncn2-c2ccccn2)cc1	7%	-2%	3%	3%	-1.3	-0.1%	0%	i	3%
COc1ccc2[nH]c(=O)c(CN(C(C)=O)C3CCCCC3)cc2c1	?	-24%	-1%	-2%	0.8	0.4%	-5%	i	-9%
CCCCC1=CC2=C(c3ccco3)C(=O)C(C)(OC(=O)c3ccc(OC)cc3)C(=O)C2=CN1c1ccc(OC)cc1 (configuration not stated)	5%	0%	-17%	2%	-0.6	-0.1%	2%	i	-6%
COCCCNc1oc(-c2ccccc2F)nc1C#N	17%	23%	0%	4%	0.3	3.5%	-4%	i	-11%
O=C(NCc1ccco1)C1CCN(C(=O)N2CCOc3ccc(Cl)cc32)CC1	17%	-5%	4%	.	.	0.2%	.	.	.
CN(C)c1ccccc1-c1csc(N2CCC(C(N)=O)CC2)n1	?	-1%	1%	5%	.	9.3%	0%&-6%	.	3%
CC(=O)NC(c1ccc(C)cc1)c1cc(Cl)c2cccnc2c1O (configuration not stated)	-26%	?	-24%	8%	-2.3	-0.1%	1%	i	40µM*
COc1ccc(CC(=O)NCC(c2ccc(Cl)cc2)N2CCOCC2)cc1 (configuration not stated)	9%	-20%	-2%	.	.	-0.1%	.	.	.
Cc1cccc(NC(=O)Cn2c(=O)oc3ccccc32)n1	-3%	7%	1%	-1%	-0.8	7.3%	2%	i	4%
Cc1cccc(N2CN(Cc3cccnc3)CNC2=S)c1	-9%	12%	2%	7%	2.6	0.0%	2%	i	6%
COc1ccc2[nH]c3c(c(=O)c2c1)CCCC3	.	-42%	.	7%	2.3	-0.3%	.	i	4%
CN(NC(=O)CN1C(=O)c2ccccc2C1=O)C1=NS(=O)(=O)c2ccccc21	-5%	0%	1%	2%	-3.7	-0.6%	2%	i	0%
COC(=O)CCC(=O)Nc1ccc(NC(C)=O)cc1	5%	-9%	-8%	-5%	-2.2	0.2%	1%	i	16%
CCOc1ccc(-c2cc3nc(C4CCN(C(=O)OC(C)(C)C)CC4)c(C(=O)Nc4cc(OC)ccc4OC)cn3n2)cc1	-4%	-1%	0%	.	.	0.5%	.	.	.
O=C(NCc1ccco1)C1CCC(CNS(=O)(=O)c2cccc3cccnc23)CC1 (configuration not stated)	22%	-17%	-2%	4%	-1.2	6.6%	-4%	i	4%
COc1ccc(CCNC(=O)c2noc3c2CCCC3)cc1OC	.	40%[activator]	0%	1%	-2.5	2.0%	1%	.	20%
CN(C(=O)c1ccccc1C(=O)OCC(=O)NC(=O)NC(C)(C)C)C1CCCCC1	-2%	-8%	0%	-3%	-0.9	2.8%	3%	i	17%
N#C/C(C(=O)N1CCOCC1)=C1\Nc2ccccc2S1	24%	-11%	.	1%	-2.7	-0.6%	-6%	i	6%
COc1ccc(N(CC(=O)Nc2cccnc2)S(=O)(=O)c2ccccc2)cc1Cl	-3%	-4%	0%	1%	0.2	-0.5%	1%	i	0%
COc1cc(/C=C2\CCC(C)C3=C(c4cc(OC)c(OC)c(OC)c4)C(C#N)=C(N)OC32)cc(OC)c1OC (configuration not stated)	?	-1%	-12%	-3%	-2.2	3.3%	.	i	3%
C/C(N)=C(/C#N)C(=O)CSc1cc(C)c2ccccc2n1	4%	-1%	2%	4%	0.9	-0.5%	-6%	i	2%
CCn1c(C)nc2cc(C(=O)N/N=C/c3ccc(OC)cc3)ccc21	-8%	-15%	2%	6%	0.9	-0.4%	0%	i	26%
Cc1cnc(CN(C)C(=O)c2ccc3oc(Cc4ccccc4)nc3c2)[nH]1	?	0%	3%	0%	-1.8	2.9%	-7%	i	1%
C=CCC1NS(=O)(=O)OC2CCCC12 (configuration not stated)	-11%	2%	15%	-2%	0.9	0.0%	-2%	i	14%
Cc1nn(C(C)C(=O)N2CCOCC2)c(C)c1[N+](=O)[O-] (configuration not stated)	5%	49%	5%	-4%	2.7	0.0%	2%	i	21%
COc1ccc(NC(=O)CCC(=O)Nc2nnc(C(C)C)s2)cc1Cl	-13%	-5%	2%	-4%	-1.7	-0.4%	3%	i	4%
O=C(Nc1nc(-c2ccc3c(c2)Cc2ccccc2-3)cs1)c1ccccc1	-6%	0%	2%	-15%	-1.1	-1.0%	-1%	i	2%
Oc1ccc2ccccc2c1C=Nc1ccc(N2CCOCC2)cc1	-15%	0%	-13%	21%	-0.4	0.1%	-4%	i	-3%
CC(C)(Oc1ccc(Br)cc1Cl)C(=O)Nc1ccon1	7%	0%	14%	17%	1.0	-0.1%	-3%	i	2%
Cc1ccc(C2CC(c3cccs3)=NN2C(=O)CSc2nc(=O)n3cc(C)ccc3n2)cc1 (configuration not stated)	?	?	-17%	8%	1.3	5.7%	-26%	i	7%
O=C(NCc1ccccc1)c1cnsn1	-5%	0%	2%	-5%	1.6	2.2%	2%	i	7%

An excerpt, so the mix of outcomes need not match the whole.
